Screening data from PubChem.
AI-2 QS mod – modulates the Vibrio harveyi AI-2 quorum sensing system; Vibrio harveyi JMH597 AI-2 luminescence/OD600 ratio, 9 h; stronger effect = lower value; strain lacks LuxN and CqsS sensors; 0 = neutral-control median; activity change, % at 7.5 µM; 300,000 tested, 0.4% active; AID 2094; in the data active = activity change below about -75%, passing the limit was not always enough;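 also: luminescence divided by OD600 gain over 9 h not by final OD600 alone; inactives centre near 13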
KLF5 inhibitor – kruppel-like factor 5 inhibition; DLD-1 KLF5 promoter-luciferase reporter, luminescence; inhibition, % at 5 µM; 290,000 tested, 0.23% active;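 active = inhibition above a per-plate limit of that plate's mean compound inhibition plus 3 SD, cut at about 60% in these data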;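 also: 0% = DMSO wells and 100% = LY294002 at 200 µM; higher means less KLF5 promoter-driven luciferase light; inactives centre near -14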
GSK3beta inhib – inhibitors of human GSK3beta kinase | GST-GSK3beta kinase, ADP-Glo luminescence, 60 min; stronger effect = lower value | 300,000 tested, 0.038% active | AID 2097 | P49841 | activity score (negative = inhibition), % at 10 µM;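 active = more than half of replicate wells score below -50%, meaning over 50% inhibition versus plate controls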;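 also: 0% = median DMSO wells and -100% = median GW8510 positive control wells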
Target sequence (P49841 whole entry, looked up): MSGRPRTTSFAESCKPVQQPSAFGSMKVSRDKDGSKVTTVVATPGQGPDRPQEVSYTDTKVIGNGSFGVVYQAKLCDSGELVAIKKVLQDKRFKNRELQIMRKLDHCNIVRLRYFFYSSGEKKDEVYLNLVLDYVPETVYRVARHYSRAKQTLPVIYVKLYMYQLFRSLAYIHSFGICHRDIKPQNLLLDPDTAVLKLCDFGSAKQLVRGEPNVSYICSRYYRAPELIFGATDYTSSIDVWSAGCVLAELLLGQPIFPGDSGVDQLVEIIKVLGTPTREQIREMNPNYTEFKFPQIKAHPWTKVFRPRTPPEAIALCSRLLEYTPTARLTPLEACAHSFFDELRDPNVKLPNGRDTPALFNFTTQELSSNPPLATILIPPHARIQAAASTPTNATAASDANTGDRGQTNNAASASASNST
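Test system: GST-fused GSK3beta enzyme, cell-free | Quantity: 1.6 ng GST-GSK3beta enzyme per well | Reagent: 25 µM ATP with peptide substrate | Schedule: 60 min enzyme reaction, room temperature | Signal: Luminescent ADP-Glo measurement of ADP formed | Read-out basis: Score relative to plate controls | Control set: DMSO and 20 µM GW8510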
HSF1 inhib – HSF1 inhibition | NIH3T3-HGL HSE-luciferase, MG132-induced, luminescence 8 h; stronger effect = lower value | activity change, negative = inhibition, % at 7.5 µM (by protocol) | 300,000 tested, 0.77% active | AID 2098;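 active = more than half of replicate wells show activity change below -50%, luminescence cut by over half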;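 also: luciferase reports HSF-1 transcriptional activity via heat shock element; 0% = median of DMSO wells and -100% = zero luminescence signal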
HSP90 inh – inhibitors of HSP90 luciferase refolding in rabbit reticulocyte lysate; 290,000 tested, 0.91% active; inhibition, % at 5.6 µM; luciferase refolding luminescence, 3 h;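 active = inhibition above the screen-wide mean plus 3 SD, computed separately per campaign, cut at about 16% in these data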;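 also: 0% = DMSO wells and 100% = 60 µM geldanamycin wells; inhibitors lower the luminescence because luciferase stays unfolded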
IEC-6 tox – IEC-6 cytotoxicity, counter-screen for KLF5 inhibitors; luminescence viability; inhibition, % at 5 µM; 290,000 tested, 0.78% active; in the data active = inhibition above about 22%;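 also: 0% = plate median of test compound wells and 100% = cytotoxic reference compound wells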
aSyn UTR inh – 5' untranslated region of α-synuclein, MLPCN primary screen. inhibition, % (tested at 7.5 µM). AID 1813. alpha-synuclein 5'UTR reporter, inhibitor activity. 300,000 tested, 0.82% active; in the data active = inhibition above about 60%;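 also: H4 neuroglioblastoma cells stably carrying SNCA 5'UTR luciferase fusion; 0% = DMSO wells and 100% = positive control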
HIF act – HIF pathway transcriptional activation; U2OS HRE-luciferase reporter, luminescence; normalized: DMSO 0%, desferrioxamine 100%; activation, % at 7.5 µM (by protocol); 300,000 tested, 0.32% active;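 active = mean activation of at least 10% of the iron chelator positive control signal, with at least half of replicates also reaching 10%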
GSK3A inh – blocks human GSK-3 alpha kinase. ADP-Glo luminescence, 60 min. inhibition, % at 10 µM. 320,000 tested, 0.1% active;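 in the data active = inhibition above about 50%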;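 also: GST-tagged GSK-3 alpha with peptide substrate and 25 µM ATP; 0% = DMSO neutral wells and 100% = GW8510 positive control wells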
Target sequence (P49840 whole entry, looked up): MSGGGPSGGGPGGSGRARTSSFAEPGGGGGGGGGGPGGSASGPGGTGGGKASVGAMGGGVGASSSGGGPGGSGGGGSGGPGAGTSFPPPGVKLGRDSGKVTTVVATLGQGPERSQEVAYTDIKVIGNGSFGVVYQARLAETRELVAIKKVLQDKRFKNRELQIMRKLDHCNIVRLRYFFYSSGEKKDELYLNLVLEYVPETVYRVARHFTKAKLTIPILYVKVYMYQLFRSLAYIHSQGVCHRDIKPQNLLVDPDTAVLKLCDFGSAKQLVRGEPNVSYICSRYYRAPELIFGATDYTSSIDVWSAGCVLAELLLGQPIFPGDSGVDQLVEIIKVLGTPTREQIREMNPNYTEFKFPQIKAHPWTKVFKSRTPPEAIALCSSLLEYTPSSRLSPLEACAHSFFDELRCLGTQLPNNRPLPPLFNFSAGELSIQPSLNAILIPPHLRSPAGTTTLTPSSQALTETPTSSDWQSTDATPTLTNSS
HSF-1 act – increases HSF-1 driven luciferase reporter signal; activation, % at 9 µM; 300,000 tested, 1.7% active; NIH3T3-HGL HSF-1 luciferase reporter, MG132, 8 h; 100% = twice DMSO control signal;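 active = mean replicate activation of at least 50% with a set share of replicates each reaching 50%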;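 also: 0% = median of the neutral control wells and 100% = twice that signal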
An asterisk follows results filed as active; / = not tested or not shown.

Every second line gives: AI-2 QS mod, KLF5 inhibitor, GSK3beta inhib, HSF1 inhib, HSP90 inh, IEC-6 tox, aSyn UTR inh, HIF act, GSK3A inh, HSF-1 act
> O=C(Cn1nc(-c2ccccc2F)ccc1=O)Nc1ccc(S(=O)(=O)N2CCCCCC2)cc1
 : 3, -17, -5, -4, 1, -4, 34, -0.2, 0, -10
> O=C(CN1C(=O)CCSc2ccccc21)Nc1ccccc1
 : 0, 4, 3, -1, 2, -4, 27, 0.0, 2, 1
> Cc1csc(NC(=O)Nc2ccccc2[N+](=O)[O-])n1
 : -4, -30, 0, 2, -4, 0, -255, 1.3, 0, 19
> COc1ccc(C)cc1NC(=O)Nn1cnnc1
 : 18, -25, 1, 2, 5, -7, -5, -0.1, -3, 5
> CC#CCN1c2ccccc2[C@]23C[C@@H](C(=O)OC)N(C(=O)C4CCC4)C2=NC(C(=O)OC)=C(C(=O)OC)[C@H]13
 : -2, /, -2, 0, /, /, -30, 0.7, 0, -13
> CCc1nonc1NC(=O)c1oc2ccc(F)cc2c1C
 : 17, -72, -1, 7, 0, -1, -56, 2.1, /, 2
> CN(C)S(=O)(=O)c1cccc(C(=O)Nc2cc(Cl)cc(Cl)c2)c1
 : -13, -2, -14, 9, -1, -4, -38, 2.2, -2, -7
> NC(=O)CSc1n[nH]c(=O)n1CCc1ccccc1
 : 0, 9, -1, -3, 5, -1, 5, 0.4, 11, 0
> Clc1ccccc1CSc1nnc(-c2ccccn2)n1Cc1ccco1
 : 19, -9, 1, 96, 4, 5, 18, -0.2, -3, 120*
> CC(C)Cn1c(C(C)NC(=O)Cc2ccccc2)nc2ccccc21 (stereo not drawn)
 : 31, -8, -2, 0, -1, -2, -20, 1.0, -1, -6
> COc1ccc(-c2nc(N)nc(C)c2Oc2ccccc2Br)c(O)c1
 : /, -15, /, /, 1, -4, /, /, 3, /
> COc1cc(OC)cc(C(=O)N[C@H](C(=O)Nc2cc(C)cc(C)c2)C(C)C)c1
 : 0, -5, 0, /, 5, -2, /, /, -2, /
> CCOC(=O)CNC(=O)C(NC(=O)C1CCC(C)CC1)C(C)CC (stereo not drawn)
 : 5, -16, 0, -3, -1, -1, -2, 0.4, -2, -15
> O=C1CC(N2CCCCC2)C(=O)N1c1ccccc1 (stereo not drawn)
 : 23, -28, 3, -53*, -2, 0, -14, 1.9, -3, -62
> O=C(CCN1C(=O)C2C3CCC(C3)C2C1=O)Nc1ccc([N+](=O)[O-])cc1 (stereo not drawn)
 : 10, 5, 1, -1, 1, 2, 13, -0.3, /, 6

The closing 4 entries of the part before open the next one.
Every second line gives: AI-2 QS mod, KLF5 inhibitor, GSK3beta inhib, HSF1 inhib, HSP90 inh, IEC-6 tox, aSyn UTR inh, HIF act, GSK3A inh, HSF-1 act
> COc1cc(OC)cc(C(=O)N[C@H](C(=O)Nc2cc(C)cc(C)c2)C(C)C)c1
 : 0, -5, 0, /, 5, -2, /, /, -2, /
> CCOC(=O)CNC(=O)C(NC(=O)C1CCC(C)CC1)C(C)CC (stereo not drawn)
 : 5, -16, 0, -3, -1, -1, -2, 0.4, -2, -15
> O=C1CC(N2CCCCC2)C(=O)N1c1ccccc1 (stereo not drawn)
 : 23, -28, 3, -53*, -2, 0, -14, 1.9, -3, -62
> O=C(CCN1C(=O)C2C3CCC(C3)C2C1=O)Nc1ccc([N+](=O)[O-])cc1 (stereo not drawn)
 : 10, 5, 1, -1, 1, 2, 13, -0.3, /, 6
> CCNC(=O)CC1C(=O)N(CC)C(=S)N1NC(=O)c1ccccc1 (stereo not drawn)
 : 23, 7, -1, 3, -1, 0, 4, 0.2, -3, 32
> CC(=O)Nc1cccc(C(=O)Nc2cccnc2)c1
 : 9, 1, 2, -5, 2, 4, -36, -0.5, 3, -10
> Cc1nc(N2CCC(C)CC2)c2c(C)c(C(=O)Nc3ccc4c(c3)OCCO4)sc2n1
 : 16, 0, -1, -2, -2, -4, 7, -1.3, -2, 2
> Cc1ccc(N(Cc2ccccc2)C(=O)c2ccc(F)c(S(=O)(=O)N3CCOCC3)c2)cc1
 : 14, /, 4, 5, /, /, -15, 0.1, -2, 10
> CCc1ccc(-c2ccc(C(=O)O)c(C)n2)cc1
 : 39, -58, -1, -3, 3, 7, -40, 0.9, -3, -9
> Cc1ccc(N(CC(=O)Nc2c(C)n(C)n(-c3ccccc3)c2=O)S(C)(=O)=O)cc1C
 : 17, -34, -3, -4, 2, 9, 2, -0.5, -1, -8
> Cc1cc(=O)oc2cc(OCC(=O)Nc3ccc4[nH]c(=O)[nH]c4c3)ccc12
 : /, /, /, -7, /, /, -2, 0.1, -1, -3
> Cc1nn(C(C)(C)C)c(OC(=O)CC(C)C)c1S(=O)(=O)c1ccccc1
 : 8, -4, 1, -6, 0, 3, -25, -0.6, -3, -20
> COc1ccc(N=C2C(=O)Nc3ccc(C)c(Br)c32)cc1
 : 5, -9, -3, -4, 6, 6, -9, 1.4, 1, -3
> COc1c(C)cc(C(=O)C2CCCN(C(=O)C3=C(C)OCCO3)C2)cc1C (stereo not drawn)
 : 16, 0, 3, -6, 2, 6, 4, -0.8, 0, 4
> Cc1ccc(S(=O)(=O)N2C(=O)CCC2C(=O)N2CCN(C)CC2)cc1 (stereo not drawn)
 : -1, -8, -3, /, -2, -8, 9, -0.1, 1, /
> Cc1cc(C)n(CCSCC(=O)O)n1
 : 11, -14, -2, 18, 8, 5, -20, -0.4, -2, 24
> Cc1ccc(N2C(=O)Nc3ccccc3C2(O)C(=O)NCCCOC(C)C)cc1C (stereo not drawn)
 : 25, -39, 3, 1, -4, -10, -6, -5.9, 0, 1
> COc1ccc(NC(=O)CSCC(=O)N(C)CCOc2ccc(Cl)cc2)cc1
 : -1, /, -1, 6, /, /, -15, -1.5, 1, 15
> COc1cccc(CCNc2ccc(N3C(=O)CC(C)C3=O)cc2[N+](=O)[O-])c1 (stereo not drawn)
 : -10, -18, 0, 5, -1, 1, 6, 0.2, -2, 22
> CCn1c(SCC(=O)N/N=C/C=C\c2ccccc2[N+](=O)[O-])nc2ccccc21
 : 17, -27, -4, -2, 1, 2, 8, -0.2, -4, 7
> Cc1nnc(NC(=O)Nc2ccc(Cl)c(Cl)c2)s1
 : 32, -66, -1, -19, 8, 4, -29, 4.5, /, -12
> COc1ccc(S(=O)(=O)N2CCC(C(=O)Nc3ccc(S(=O)(=O)N4CCCC4)cc3)CC2)cc1OC
 : 34, /, 1, -10, /, /, 23, -0.5, 0, -12
> Cc1cc(C)c(S(=O)(=O)N2CCCC(C(=O)NCCC3=CCCCC3)C2)c(C)c1 (stereo not drawn)
 : 6, -17, 3, 27, 0, -2, 15, -0.6, 4, 60*
> Cc1ccc(NS(=O)(=O)c2cc(C(=O)NCCSc3ccc(C)cc3)ccc2C)cc1
 : 23, 0, 0, 26, 2, -1, 29, -0.2, -5, 21
> CC(C)c1nc(SCC(=O)Nc2ccc([N+](=O)[O-])cc2Br)n[nH]1
 : 27, -12, 1, 16, -1, 1, 3, 0.3, -3, 20
> CCc1nnc(NC(=O)CCC(=O)NC2CCCC2)s1
 : 1, -29, 2, -4, 0, -1, -16, 0.5, -3, 8
> O=C(Sc1ccc(Cl)cc1)c1cccc(Cn2cc(C(F)(F)F)ccc2=O)c1
 : 15, -5, 2, 9, 4, 1, 11, 0.0, -1, 12
> CCn1c(COc2ccc(=O)n(-c3ccccc3)n2)nnc1SCc1ccccc1C
 : 25, -5, 2, -13, 1, 1, 3, -0.2, -1, -11
> O=C(COC(=O)CSc1cc(Cl)ccc1Cl)NCc1ccc2c(c1)OCO2
 : 15, -6, -3, 2, -6, -1, -6, 0.0, -3, -1
> CCc1nnc(NC(=O)c2cc3c(s2)CCCCC3)s1
 : 9, 1, 4, 0, 1, 4, -37, 3.5, 0, 10
> CCCc1noc(-c2ccc(-c3ccccc3)cc2)n1
 : 1, -37, -17, 18, -5, -2, -112, 1.1, 1, 47
> CCOC(=O)N1CCN(C(=O)NC23CC4CC(CC(C4)C2)C3)CC1
 : -33, 26, 0, -11, -4, -1, 16, -32, 2, 1
> COc1ccc(C(=O)C2CCCN(Cc3cnc(N4CCCC4)s3)C2)cc1OC (stereo not drawn)
 : 28, -26, 1, -9, -2, -4, 13, -0.7, 0, 13
> Cc1cc(C(=O)NCC(c2ccco2)N(C)C)no1 (stereo not drawn)
 : 9, -18, -1, -14, 7, -5, 10, -0.6, 0, -5
> Cc1nc(N(C)C)ncc1C(=O)O
 : 18, -1, 3, -5, 2, 10, -1, -0.2, 1, -7
> COc1ncccc1C(=O)N1CCCC(C(=O)c2cccc(OC(C)C)c2)C1 (stereo not drawn)
 : 26, -30, 0, 0, 4, 10, 26, 0.0, 0, 6
> Nc1nc2nonc2nc1N
 : 42, -5, 2, 1, 0, -9, -28, 0.2, -1, -8
> Cc1ccc(S(=O)(=O)N2c3ccccc3NC(=O)C2CC(=O)Nc2ccccc2)cc1 (stereo not drawn)
 : 5, -22, 2, -1, 1, 3, 17, -0.3, -1, -6
> COc1ccc2[nH]c(C(=O)N3CCN(Cc4ccccc4)CC3)cc2c1OC
 : 16, -25, 1, 3, 0, -2, 1, 1.0, -3, 7

Compound profiles, from the list above. Screens in order: AI-2 QS mod, KLF5 inhibitor, GSK3beta inhib, HSF1 inhib, HSP90 inh, IEC-6 tox, aSyn UTR inh, HIF act, GSK3A inh, HSF-1 act
Nc1nc2nonc2nc1N as listed: 42, -5, 2, 1, 0, -9, -28, 0.2, -1, -8
COc1ccc2[nH]c(C(=O)N3CCN(Cc4ccccc4)CC3)cc2c1OC as listed: 16, -25, 1, 3, 0, -2, 1, 1.0, -3, 7
Cc1nc(N(C)C)ncc1C(=O)O as listed: 18, -1, 3, -5, 2, 10, -1, -0.2, 1, -7
Cc1ccc(S(=O)(=O)N2c3ccccc3NC(=O)C2CC(=O)Nc2ccccc2)cc1 (stereo not drawn) as listed: 5, -22, 2, -1, 1, 3, 17, -0.3, -1, -6
